SR-BI DiI inh: inhibitors of mouse SR-BI mediated HDL lipid uptake | Q61009 | actives 0.96% (n = 320,000) | AID 488896 | ldlA[mSR-BI] CHO cells, DiI-HDL uptake fluorescence, 3 h | inhibition, % at 12.5 µM;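 active = mean replicate inhibition of at least 70% and a set share of replicates each scoring 70 or more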;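 also: 0% = median of neutral control wells and 100% = median of positive control wells; values of inactives mirror those of a sister screen read the other way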
dFosB act: enhances mouse delta FosB homodimer DNA binding; actives 0.99% (n = 340,000); purified delta FosB, TAMRA-CDK5 oligo fluorescence polarization; percent of positive-control signal above neutral wells; P13346; activation, % at 25 µM;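 active = mean activation above about 17%, with every replicate also reaching it, limit read from the data, passing the limit was not always enough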;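 also: fluorescence polarization rise as delta FosB binds a TAMRA Cdk5 AP-1 oligo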
Target sequence (P13346 whole entry, looked up): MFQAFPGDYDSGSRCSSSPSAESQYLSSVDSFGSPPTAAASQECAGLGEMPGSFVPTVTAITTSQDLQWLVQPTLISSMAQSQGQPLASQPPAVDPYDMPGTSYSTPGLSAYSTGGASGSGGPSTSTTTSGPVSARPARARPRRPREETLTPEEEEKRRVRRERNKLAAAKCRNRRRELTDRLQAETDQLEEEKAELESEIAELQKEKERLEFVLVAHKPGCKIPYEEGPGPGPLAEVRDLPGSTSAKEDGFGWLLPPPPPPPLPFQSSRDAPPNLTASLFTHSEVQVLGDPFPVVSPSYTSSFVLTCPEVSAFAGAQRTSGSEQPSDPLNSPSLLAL
Arr AP2 block: human beta-arrestin and AP2 interaction inhibition; FITC-arrestin peptide / GST-AP2 beads, flow cytometry; AP2 beta2 appendage carries R879A mutation; inhibition, % at 10 µM; actives 0.31% (n = 340,000); AID 504490;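 active = inhibition above a set limit, near 3 SD of compounds lacking own fluorescence, cut at about 54% in these data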;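 also: plate controls were DMSO wells for no effect and 5 µM unlabelled arrestin peptide for full effect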
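test system = AP2 appendage R879A on GSH beads | buffer or medium = PBS plus Tween 20 (0.05%) and BSA (0.1%) | incubation = 12 min plus 1 h, RT | detection = bead flow cytometry, FITC channel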
PKA-R1A activ: activators of PKA-R1A complex; P00514+P68181; PKA-R1A dissociation, Cy5-IP20 fluorescence polarization; scaled: DMSO 0%, 113 µM cGMP 100%; activation, % at 11.4 µM; actives 0.083% (n = 340,000);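 active = percent activation above the mean of all tested compounds plus 3 SD, cut at about 19% in these data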;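 also: higher means more PKAc released from R1A so a rise in polarization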
SUMO Mot1 rescue: SUMOylation pathway inhibition by Mot1-301 growth rescue; S. cerevisiae Mot1-301 growth rescue, ATP luminescence, 38.5C; percent above DMSO median, 100 means doubled; growth rescue, % at 18.8 µM; actives 1% (n = 320,000); AID 2716;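 active = every valid replicate shows activation above 250% relative to neutral control wells; inactive = the rest, any valid replicate at or below 250%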;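 also: OY570 slx delta 5 strain wells were the positive control but not used for scaling; some compounds called inactive have numbers as strong as hits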
DSG3 Ab inh: human desmoglein-3 autoantibody binding inhibition. P32926. DSG3-coupled beads, scFv-anti-DSG3-GFP binding, flow cytometry; active compounds read low. binding (percent of control), % at 10 µM. actives 0.48% (n = 310,000);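 active = binding more than 3 SD below its plate's average and above zero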;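 also: hits lower antibody fragment binding to DSG3; some compounds called inactive have numbers as strong as hits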
PKA-R2B act: activators of human PKA-R2B complex. P22694+P31323. PKA-R2B holoenzyme dissociation, Cy5-IP20 fluorescence polarization; R2B truncated from residue 108, S112A mutant; 0% DMSO only, 100% 113 µM cGMP. activation, % at 11.4 µM. actives 0.079% (n = 340,000);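 active = activation above a cutoff set at the mean over all compounds plus 3 SD, cut at about 18% in these data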;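 also: higher means more holoenzyme dissociation and a rise in polarization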
Target sequence (P31323 whole entry, looked up, other chains not shown, the tested form may be a part): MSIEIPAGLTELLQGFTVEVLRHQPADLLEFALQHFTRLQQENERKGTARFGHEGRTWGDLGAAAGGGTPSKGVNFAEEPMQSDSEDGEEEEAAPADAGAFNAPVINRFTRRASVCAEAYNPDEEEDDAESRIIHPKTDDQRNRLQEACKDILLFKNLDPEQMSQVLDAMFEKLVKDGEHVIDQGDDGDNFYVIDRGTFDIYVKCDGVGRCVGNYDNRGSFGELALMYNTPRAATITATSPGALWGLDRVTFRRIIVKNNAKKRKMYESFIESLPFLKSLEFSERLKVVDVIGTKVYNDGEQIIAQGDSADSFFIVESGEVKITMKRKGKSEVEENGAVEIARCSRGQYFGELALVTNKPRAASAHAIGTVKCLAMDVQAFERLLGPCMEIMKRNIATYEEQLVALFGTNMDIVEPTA
MITF act: activators of MITF-driven TRPM1 promoter activity in SK-MEL-5 cells; SK-MEL-5 TRPM1-promoter luciferase, 24 h; % of positive control, neutral wells = 0; activation, % at 12.5 µM; actives 0.75% (n = 300,000);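 active = mean activation of at least 80% with every replicate also reaching 80%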;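 also: 0% = neutral control wells and 100% = parthenolide positive control wells; values of inactives mirror those of a sister screen read the other way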
SR-BI DiI-HDL act: SR-BI HDL lipid transfer activation; CHO ldlA[mSR-BI] cells, DiI-HDL uptake fluorescence, 3 h; 100 = double the neutral-control signal; activation, % at 12.5 µM; actives 0.096% (n = 320,000);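 active = mean replicate activation of at least 60% and every replicate at or above 60%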;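 also: 0% = median plate neutral-control signal and 100% = twice that signal; values of inactives mirror those of a sister screen read the other way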
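Material: SR-BI-overexpressing, LDLR-lacking CHO cells | Dosing: Single compound concentration, delivered by pin transfer | Probe or stimulus: Labelled HDL, 10 µg/mL | Signal: Bottom-read cell fluorescence after medium removal, ex 550/em 595 nm | Schedule: 3 h, 37 °C | Evaluation: HDL uptake via cellular fluorescence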
NSD2 inh: NSD2 (human) methyltransferase inhibition; NSD2 peptide methylation, AlphaScreen, 120 min; inhibition, % at 12.5 µM; actives 0.54% (n = 310,000); in the data active = inhibition above about 50%
CDK5 p35 inh: CDK5/p35 (human) kinase inhibition; Q00535+Q15078; Recombinant CDK5/p35, ADP-Glo luminescence, 60 min; inhibition, % at 10 µM; actives 0.01% (n = 330,000); AID 488839;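 active = highest replicate inhibition of at least 50% and at least 75% of replicates reaching 50%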;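 also: plate controls were DMSO neutral control for no effect and GW8510 at 10 µM for full effect; many of its hits are not listed in these tables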
An asterisk follows results filed as active; nt = no result given.

Short forms: A = SR-BI DiI inh; B = dFosB act; C = Arr AP2 block; D = PKA-R1A activ; E = SUMO Mot1 rescue; F = DSG3 Ab inh; G = PKA-R2B act; H = MITF act; I = SR-BI DiI-HDL act; J = NSD2 inh; K = CDK5 p35 inh
Compound: Nc1ncnc(Nc2ccc(S(N)(=O)=O)cc2)n1
  A: 15.2; B: -1.3; C: -8.5; D: -1.3; E: 11.5; F: 89.7; G: 4.5; H: -6.6; I: -15.2; J: -7.7; K: 22.2
Compound: O=C(CC1CCCC1)Nc1ccc(Cl)c(S(=O)(=O)N2CCOCC2)c1
  A: 25.1; B: -4.1; C: 18.1; D: -0.1; E: -3.1; F: 118.1; G: -0.4; H: 5.8; I: -25.1; J: -2.3; K: -0.6
Compound: Cc1ccc(NC(=O)CCn2nnc3ccccc32)c(C)c1
  A: -17.1; B: -1.3; C: -9.0; D: 7.6; E: 4.0; F: 101.8; G: -7.7; H: 33.7; I: 17.1; J: -4.3; K: 0.1
Compound: Cc1ccc(Nc2nc(N)c([N+](=O)[O-])c(NCCO)n2)cc1C
  A: 12.6; B: 3.9; C: 2.4; D: 1.9; E: 7.3; F: 110.7; G: -9.4; H: nt; I: -12.6; J: -2.2; K: 5.0
Compound: COc1cccc(CNS(=O)(=O)c2ccc(S(=O)(=O)NC3CC3)cc2)c1
  A: -13.9; B: -2.3; C: 23.7; D: -1.9; E: -3.0; F: 98.8; G: -0.1; H: 7.8; I: 13.9; J: -0.9; K: 0.2
Compound: Cc1ccc(NC(=S)NCc2ccccc2)c(C)c1
  A: -28.3; B: 6.3; C: 14.3; D: 0.5; E: -10.7; F: 90.8; G: 5.3; H: 1.2; I: 28.3; J: -4.1; K: 2.0
Compound: O=C(NCc1ccccc1)/C(=C\c1ccccc1)NC(=O)c1ccco1
  A: -13.0; B: 6.1; C: 5.3; D: 1.4; E: 4.4; F: nt; G: -11.7; H: 3.5; I: 13.0; J: 6.4; K: -0.9
Compound: N#CCCNS(=O)(=O)c1ccc(C(=O)OCCCOC(=O)c2ccc(S(=O)(=O)NCCC#N)cc2)cc1
  A: -4.5; B: -8.3; C: -14.8; D: 0.6; E: -26.2; F: 100.7; G: -13.5; H: -11.0; I: 4.5; J: -6.6; K: -0.3
Compound: CCOC(=O)C(=O)Nc1ccccc1C(=O)OC
  A: -31.0; B: -7.1; C: 18.1; D: -2.0; E: 8.7; F: 108.3; G: -6.0; H: 5.4; I: 31.0; J: -3.0; K: -0.8
Compound: COc1ccc(CN(CC(=O)NC2CCCC2)C(=O)c2onc(C(N)=O)c2N)cc1
  A: -26.7; B: 2.8; C: 5.3; D: 3.4; E: -4.6; F: 105.2; G: -0.3; H: -15.4; I: 26.7; J: -0.4; K: -1.0
Compound: COC(=O)[C@@]12CCCCN1[C@H](c1ccc(-c3ccc(OC)cc3)cc1)[C@@H]1C(=O)N(C)C(=O)[C@@H]12
  A: 21.4; B: -8.0; C: 6.5; D: -17.4; E: -17.4; F: 104.1; G: 8.7; H: -7.8; I: -21.4; J: nt; K: 0.5
Compound: CC(=O)NC(Cc1ccc(F)c(F)c1)C(=O)NC1CCN(S(=O)(=O)c2ccc(C)cc2)CC1 (centres undefined)
  A: -9.0; B: -20.4; C: -5.3; D: -7.7; E: nt; F: 101.0; G: 2.5; H: 0.4; I: 9.0; J: nt; K: -0.7
Compound: Cc1ccc(N2CCN(CC(O)COc3ccccc3)CC2)cc1 (centres undefined)
  A: 2.8; B: 3.5; C: 25.0; D: -3.8; E: 5.5; F: 111.0; G: -15.1; H: 0.5; I: -2.8; J: 2.0; K: 0.1
Compound: Cc1nc([N+](=O)[O-])cn1CC(O)c1ccccc1 (centres undefined)
  A: -21.1; B: -4.2; C: 8.1; D: nt; E: -6.6; F: 88.9; G: nt; H: nt; I: 21.1; J: -1.4; K: -0.3
Compound: O=C(C1CCCC1)N1CCC(CO)(Cc2ccccc2Cl)CC1
  A: 7.3; B: -1.2; C: -0.1; D: -16.3; E: -0.9; F: 90.1; G: 11.1; H: 4.1; I: -7.3; J: -1.5; K: 0.2
Compound: COc1ccc(N2CCN(C(=O)C3CCC(Cn4c(=S)[nH]c5ccccc5c4=O)CC3)CC2)cc1 (centres undefined)
  A: 62.4; B: -14.0; C: 15.8; D: -20.8; E: -13.8; F: 93.7; G: -5.1; H: -12.4; I: -62.4; J: 12.2; K: 2.9
Compound: Cn1c(=O)n(CC(=O)O)c(=O)c2c1nc1n2CCCN1CCc1ccccc1
  A: -21.4; B: 5.5; C: 8.9; D: 0.0; E: 31.2; F: 122.5; G: -6.8; H: nt; I: 21.4; J: -1.1; K: -0.4
Compound: O=C(CCCCCn1c(=S)[nH]c2cc3c(cc2c1=O)OCO3)NCCc1ccccc1
  A: 58.1; B: -7.4; C: 15.1; D: 2.6; E: 13.5; F: nt; G: 3.4; H: 1.7; I: -58.1; J: -1.1; K: 1.5
Compound: CC(=N)c1c(O)cc(C)oc1=O
  A: 22.7; B: 8.8; C: -3.0; D: -0.7; E: nt; F: 91.9; G: 4.4; H: -3.0; I: -22.7; J: -1.6; K: 1.8
Compound: CCCN(CC(=O)Nc1ccccc1OC)C(=O)Cn1c(=O)oc2ccccc21
  A: -6.7; B: -1.4; C: -21.5; D: 7.8; E: nt; F: 108.6; G: -3.3; H: -17.1; I: 6.7; J: -1.3; K: 0.7
Compound: CCc1ccc(S(=O)(=O)N/N=C\c2ccc([N+](=O)[O-])o2)cc1
  A: -22.4; B: -4.9; C: 15.9; D: -3.7; E: -9.9; F: 99.6; G: 6.0; H: -5.7; I: 22.4; J: 20.1; K: 0.5
Compound: COCCNC(=S)N/N=C/c1c(C)[nH]c2ccccc12
  A: 2.4; B: -0.5; C: 4.4; D: -6.6; E: nt; F: 165.4; G: -4.8; H: -9.7; I: -2.4; J: 0.6; K: 0.7
Compound: O=[N+]([O-])c1ccc(-n2nnnc2-c2ccccc2)c([N+](=O)[O-])c1
  A: -9.6; B: -7.9; C: 11.1; D: -8.8; E: 39.3; F: 98.3; G: -11.4; H: -97.3; I: 9.6; J: 14.6; K: 1.0

Looked up by structure from the list above, 5 records:
Short forms: A = SR-BI DiI inh; B = dFosB act; C = Arr AP2 block; D = PKA-R1A activ; E = SUMO Mot1 rescue; F = DSG3 Ab inh; G = PKA-R2B act; H = MITF act; I = SR-BI DiI-HDL act; J = NSD2 inh; K = CDK5 p35 inh
Compound: Nc1ncnc(Nc2ccc(S(N)(=O)=O)cc2)n1
  A: 15.2; B: -1.3; C: -8.5; D: -1.3; E: 11.5; F: 89.7; G: 4.5; H: -6.6; I: -15.2; J: -7.7; K: 22.2
Compound: CCOC(=O)C(=O)Nc1ccccc1C(=O)OC
  A: -31.0; B: -7.1; C: 18.1; D: -2.0; E: 8.7; F: 108.3; G: -6.0; H: 5.4; I: 31.0; J: -3.0; K: -0.8
Compound: O=C(NCc1ccccc1)/C(=C\c1ccccc1)NC(=O)c1ccco1
  A: -13.0; B: 6.1; C: 5.3; D: 1.4; E: 4.4; F: nt; G: -11.7; H: 3.5; I: 13.0; J: 6.4; K: -0.9
Compound: COCCNC(=S)N/N=C/c1c(C)[nH]c2ccccc12
  A: 2.4; B: -0.5; C: 4.4; D: -6.6; E: nt; F: 165.4; G: -4.8; H: -9.7; I: -2.4; J: 0.6; K: 0.7
Compound: N#CCCNS(=O)(=O)c1ccc(C(=O)OCCCOC(=O)c2ccc(S(=O)(=O)NCCC#N)cc2)cc1
  A: -4.5; B: -8.3; C: -14.8; D: 0.6; E: -26.2; F: 100.7; G: -13.5; H: -11.0; I: 4.5; J: -6.6; K: -0.3

From PubChem
